E coli Lon inh: inhibitors of E. coli Lon protease, primary screen, biochemical, fluorescence polarization; AID 602123, 2011; P0A9M0; purified E. coli Lon protease; 0.42% of 360,000 active; inhibition, % at 7.94 µM; in the data active = inhibition above about 13%, passing the limit was not always enough;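 note: 0% = enzyme with probe and DMSO and 100% = no enzyme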
Target sequence (P0A9M0 whole entry, looked up): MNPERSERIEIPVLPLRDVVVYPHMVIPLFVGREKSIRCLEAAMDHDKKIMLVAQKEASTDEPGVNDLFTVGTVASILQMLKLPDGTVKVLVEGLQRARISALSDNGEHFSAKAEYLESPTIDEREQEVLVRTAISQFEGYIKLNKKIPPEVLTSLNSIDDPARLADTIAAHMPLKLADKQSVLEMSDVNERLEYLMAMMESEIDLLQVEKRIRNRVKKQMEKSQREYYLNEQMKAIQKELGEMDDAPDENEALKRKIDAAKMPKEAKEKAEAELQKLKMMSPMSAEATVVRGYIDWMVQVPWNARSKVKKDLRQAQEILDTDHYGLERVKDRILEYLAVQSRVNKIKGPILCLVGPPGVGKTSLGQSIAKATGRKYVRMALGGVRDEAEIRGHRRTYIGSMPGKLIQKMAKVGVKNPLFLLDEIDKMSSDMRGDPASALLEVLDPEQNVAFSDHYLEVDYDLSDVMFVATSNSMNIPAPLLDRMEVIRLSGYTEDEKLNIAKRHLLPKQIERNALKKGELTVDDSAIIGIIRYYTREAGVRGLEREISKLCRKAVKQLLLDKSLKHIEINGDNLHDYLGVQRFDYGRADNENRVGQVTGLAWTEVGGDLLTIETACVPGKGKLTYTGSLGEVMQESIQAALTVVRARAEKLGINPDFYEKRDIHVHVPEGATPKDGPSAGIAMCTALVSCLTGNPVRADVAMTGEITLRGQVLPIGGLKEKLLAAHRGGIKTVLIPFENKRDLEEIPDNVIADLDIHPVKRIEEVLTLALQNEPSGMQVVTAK
Neddylation inh: inhibitors of cullin neddylation, primary screen, biochemical, TR-FRET, uHTS, NAE and Ubc12 | NEDD8-conjugating enzyme Ubc12 (Homo sapiens) + NEDD8-activating enzyme E1 regulatory … | calls only at 25 µM | 0.58% of 360,000 active; in the data active = inhibition above about 36%
MT1-MMP act inh: blockers of MT1-MMP proenzyme processing, primary screen, HT1080 RFP-PRO-GFP cells, GFP/RFP fluorescence. 0.061% of 360,000 active. Matrix metalloproteinase-14 (Homo sapiens), P50281. AID 651647, 2012. GFP/RFP ratio change, % at 20 µM. GFP/RFP ratio fluorescence, overnight; percent of plate control window, DMSO zero;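 active = GFP/RFP ratio change of at least 30% with cell ATP level not reduced by more than half and red fluorescence within 50% of control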; note: strong numbers were not always called active
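Assay system: HT1080 RFP-PRO-GFP cells. Benchmarks: DMSO vehicle wells and RFP-L50D-GFP reporter cell wells. Times: overnight cell settling, then overnight compound exposure, 37 °C, 5% CO2. Compound: 20 µM single dose, 1% DMSO. Read-out basis: GFP/RFP fluorescence ratio.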
SKN-1 inh: suppressors of acrylamide-induced Pgst-4::GFP reporter in worms, primary screen, SKN-1 inhibitor project, whole organism, uHTS, GFP/RFP fluorescence ratio, strain VP596. AID 624304, 2012. 0.49% of 360,000 active. inhibition, % at 21.8 µM. C. elegans VP596 Pgst-4::GFP/RFP ratio, 24 h;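 active = interference check ratio from 0.5 to 1.5 plus GFP to RFP signal ratio inhibition reaching or exceeding a fixed threshold, cut at about 30% in these data, passing the limit was not always enough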; note: some compounds called inactive have numbers as strong as hits
bovine MsrA act: bovine MsrA enzyme activators, primary screen, biochemical, absorbance, HTS; 0.3% of 360,000 active; activation, % at 10.6 µM; Methionine sulfoxide reductase A (Bos taurus); purified bovine MsrA, absorbance read-out; AID 602163, 2012; in the data active = activation above about 7.5%;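 note: 0% = vehicle and 100% = reference activator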
Rin1 Abl inh: inhibitors of Rin1-Abl protein binding, primary screen, biochemical, TR-FRET; Tyrosine-protein kinase ABL1 (Homo sapiens) + Ras and Rab interactor 1 (Homo sapiens), …; inhibition, % at 7.35 µM; 0.4% of 360,000 active; AID 588664, 2011; in the data active = inhibition above about 5%, passing the limit was not always enough
FAS TE block: FAS thioesterase domain inhibitors, primary screen, biochemical, fluorescence intensity, uHTS; 0.67% of 360,000 active; inhibition, % at 15 µM; Fatty acid synthase (Homo sapiens), P49327; recombinant FAS-TE, OMFH fluorogenic substrate, fluorescence endpoint; AID 602261, 2012;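 active = compounds whose normalised, plate-corrected inhibition of enzyme fluorescence in the single-dose primary screen is 50% or more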;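 note: 0% = DMSO with enzyme and 100% = substrate without enzyme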
MsrA inhibitor: bovine MsrA enzyme inhibitors, primary screen, biochemical, absorbance, HTS; Methionine sulfoxide reductase A (Bos taurus); AID 651718, 2012; 0.75% of 360,000 active; inhibition, % at 15.5 µM; purified bovine MsrA, absorbance read-out; in the data active = inhibition above about 4.5%;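 note: 0% = vehicle wells with enzyme and 100% = reference inhibitor wells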
CendR NRP1 mod: modulators of CendR peptide binding to NRP-1, primary screen, biochemical, fluorescence polarization, uHTS; FAM-RPARPAR peptide binding to NRP-1; inhibition, % at 25 µM; Neuropilin-1 (Homo sapiens), O14786; 0.85% of 360,000 active;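 active = inhibition or corrected inhibition above about 18%, plus a signal ratio from 0.5 to 1.5, limit read from the data, passing the limit was not always enough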; note: strong numbers were not always called active
Numbers without * were called inactive.

What do the screens show for `O=C1CC(c2ccccc2)CC(O)=C1C=NCCN1CCN(C(=O)Nc2ccccc2)CC1` (configuration not stated)?
E coli Lon inh: 9.7; Neddylation inh: inactive; SKN-1 inh: 7.3; bovine MsrA act: -0.7; Rin1 Abl inh: -0.8; FAS TE block: -7.0; MsrA inhibitor: -1.3; CendR NRP1 mod: 1.6

What do the screens show for `O=C(COC(=O)COc1ccccc1[N+](=O)[O-])NC1CCCC1`?
E coli Lon inh: 1.5; Neddylation inh: inactive; MT1-MMP act inh: -1.2; SKN-1 inh: 1.3; bovine MsrA act: -2.3; Rin1 Abl inh: -1.8; FAS TE block: -8.8; MsrA inhibitor: -0.8; CendR NRP1 mod: 0.8

How did Cc1cc(=O)[nH]c(SCC(=O)N2CCCC(C)C2)n1 (configuration not stated) do in these assays?
E coli Lon inh: 13.6; Neddylation inh: inactive; MT1-MMP act inh: 1.8; SKN-1 inh: 9.2; bovine MsrA act: -7.3; Rin1 Abl inh: -1.1; FAS TE block: -5.8; MsrA inhibitor: -1.2; CendR NRP1 mod: 8.0

How did CCC1(c2ccccc2)NC(=O)N(CC(=O)Nc2ccccc2C(=O)NC2CC2)C1=O (configuration not stated) do in these assays?
E coli Lon inh: -7.3; Neddylation inh: inactive; MT1-MMP act inh: 3.7; SKN-1 inh: 6.5; bovine MsrA act: -2.0; Rin1 Abl inh: 0.4; FAS TE block: -4.2; MsrA inhibitor: 2.0; CendR NRP1 mod: 5.9

What do the screens show for `Cc1nn(CC(=O)N(CC(C)C)C2CCS(=O)(=O)C2)c(C)c1[N+](=O)[O-]` (configuration not stated)?
E coli Lon inh: 0.0; Neddylation inh: inactive; MT1-MMP act inh: 1.3; SKN-1 inh: 12.3; bovine MsrA act: 1.1; Rin1 Abl inh: 0.9; FAS TE block: -8.9; MsrA inhibitor: -0.5; CendR NRP1 mod: 9.1

Results for Cn1nc([N+](=O)[O-])nc1Oc1ccc(C(C)(C)C)cc1 ?
E coli Lon inh: -3.1; Neddylation inh: inactive; MT1-MMP act inh: 3.2; SKN-1 inh: -2.0; bovine MsrA act: -1.7; Rin1 Abl inh: 1.5; FAS TE block: -59.3; MsrA inhibitor: 0.1; CendR NRP1 mod: -0.6

How did CCNC(=O)c1cc2c(c(-c3cccc(-c4cc5ccccc5o4)c3)n1)[C@H](CCO)N(C(=O)NC(C)C)C2 do in these assays?
E coli Lon inh: 0.4; Neddylation inh: inactive; MT1-MMP act inh: -14.3; SKN-1 inh: 13.3; bovine MsrA act: -0.8; FAS TE block: 11.5; MsrA inhibitor: -0.1; CendR NRP1 mod: -4.6

What do the screens show for `O=C(N[C@@H](Cc1ccccc1)c1nc2ccccc2[nH]1)c1cc([N+](=O)[O-])ccc1Cl`?
E coli Lon inh: 1.8; Neddylation inh: inactive; MT1-MMP act inh: -0.6; SKN-1 inh: -5.1; bovine MsrA act: -6.1; Rin1 Abl inh: -3.2; FAS TE block: 40.9; MsrA inhibitor: 0.2; CendR NRP1 mod: 3.1

How did COc1ccc(OC)c(-c2nc3cc4ccccc4cc3nc2-c2ccccc2)c1 do in these assays?
E coli Lon inh: 1.9; Neddylation inh: inactive; MT1-MMP act inh: -2.8; SKN-1 inh: 15.5; bovine MsrA act: -3.4; Rin1 Abl inh: 1.9; FAS TE block: 52.8*; MsrA inhibitor: -0.6; CendR NRP1 mod: 1.6

How did CC(C)(C)c1[nH]nc2c1C(Cc1ccccc1)C(C#N)=C(N)O2 (configuration not stated) do in these assays?
E coli Lon inh: -12.2; Neddylation inh: inactive; MT1-MMP act inh: 4.8; SKN-1 inh: 3.0; bovine MsrA act: 4.7; Rin1 Abl inh: 0.1; FAS TE block: -2.8; MsrA inhibitor: -1.4; CendR NRP1 mod: -1.7

What do the screens show for `O=C(CSc1nnc(-c2ccco2)c(-c2ccco2)n1)Nc1ccccc1`?
E coli Lon inh: 157.4*; Neddylation inh: inactive; MT1-MMP act inh: -8.8; SKN-1 inh: 3.8; bovine MsrA act: -4.3; Rin1 Abl inh: 0.2; FAS TE block: -0.1; MsrA inhibitor: 0.0; CendR NRP1 mod: -11.2

What do the screens show for `Cn1c(/C=C/N(Cc2ccccc2)c2ccccc2)c([N+](=O)[O-])c(=O)n(C)c1=O`?
E coli Lon inh: 2.8; Neddylation inh: inactive; MT1-MMP act inh: -0.1; SKN-1 inh: 0.0; bovine MsrA act: -3.6; Rin1 Abl inh: -2.2; FAS TE block: 56.7*; MsrA inhibitor: 0.1; CendR NRP1 mod: 5.7

Results for CC(C)CN(CC(C)C)S(=O)(=O)N1CCC(C(=O)NCc2ccc(F)cc2)CC1 ?
E coli Lon inh: -9.8; Neddylation inh: inactive; MT1-MMP act inh: 8.4; SKN-1 inh: 2.0; bovine MsrA act: 0.3; Rin1 Abl inh: 1.2; FAS TE block: 11.1; MsrA inhibitor: -1.2; CendR NRP1 mod: -1.2

What do the screens show for `O=C(NCC1CCN(Cc2ccccc2Cl)CC1)Nc1ccccc1F`?
E coli Lon inh: -4.2; Neddylation inh: inactive; MT1-MMP act inh: -0.1; SKN-1 inh: 15.7; bovine MsrA act: -2.8; Rin1 Abl inh: -1.8; FAS TE block: -0.8; MsrA inhibitor: 1.9; CendR NRP1 mod: 12.4

Results for Cc1ccc(C(=O)OCN2C(=O)c3ccccc3C2=O)o1 ?
E coli Lon inh: -0.3; Neddylation inh: inactive; MT1-MMP act inh: 3.6; SKN-1 inh: 0.7; bovine MsrA act: -2.4; Rin1 Abl inh: -1.6; FAS TE block: 2.5; MsrA inhibitor: -0.9; CendR NRP1 mod: -4.0

What do the screens show for `CNc1nnc(-c2ccc(OC)cc2)s1`?
E coli Lon inh: 12.1; Neddylation inh: inactive; MT1-MMP act inh: 1.1; SKN-1 inh: 5.2; bovine MsrA act: -4.3; Rin1 Abl inh: -0.1; FAS TE block: -9.0; MsrA inhibitor: 0.3; CendR NRP1 mod: -26.4

Results for COc1ccc(-c2nn(CCC#N)cc2C(=O)Nc2ccccn2)cc1OC ?
E coli Lon inh: -6.2; Neddylation inh: inactive; MT1-MMP act inh: -2.9; SKN-1 inh: -5.4; bovine MsrA act: -0.1; Rin1 Abl inh: 0.6; FAS TE block: -6.1; MsrA inhibitor: 2.5; CendR NRP1 mod: 1.2

What do the screens show for `O=c1[nH]c(Nc2ccc(F)cc2)cc2ccccc12`?
E coli Lon inh: -10.0; Neddylation inh: inactive; MT1-MMP act inh: -23.3; SKN-1 inh: -2.1; bovine MsrA act: 0.8; Rin1 Abl inh: 0.8; FAS TE block: 39.9; MsrA inhibitor: 0.0; CendR NRP1 mod: -21.8

What do the screens show for `COc1ccc2cc(C3c4cc(OC)c(OC)cc4CCN3C(=O)c3ccco3)c(=O)[nH]c2c1` (configuration not stated)?
E coli Lon inh: 9.1; Neddylation inh: inactive; MT1-MMP act inh: -3.6; SKN-1 inh: 6.5; bovine MsrA act: -9.9; Rin1 Abl inh: -1.6; FAS TE block: -3.3; MsrA inhibitor: 2.5; CendR NRP1 mod: 3.7

What do the screens show for `N#CC1=C(N)Oc2c(sc3ccccc23)C1c1ccco1` (configuration not stated)?
E coli Lon inh: -41.2; Neddylation inh: inactive; MT1-MMP act inh: -55.6; SKN-1 inh: 35.0*; bovine MsrA act: 0.2; Rin1 Abl inh: -11.5; FAS TE block: -43.5; MsrA inhibitor: 0.8; CendR NRP1 mod: -90.0

How did COc1ccc(CCNC(=O)COc2ccc(S(=O)(=O)N3CCOCC3)cc2C)cc1 do in these assays?
E coli Lon inh: -1.4; Neddylation inh: inactive; MT1-MMP act inh: -3.1; SKN-1 inh: -0.2; bovine MsrA act: 2.0; Rin1 Abl inh: -0.8; FAS TE block: 0.6; MsrA inhibitor: -0.7; CendR NRP1 mod: 6.4

What do the screens show for `COc1ccccc1N1CCN(S(=O)(=O)c2cnc[nH]2)CC1`?
E coli Lon inh: -1.6; Neddylation inh: inactive; MT1-MMP act inh: 2.6; SKN-1 inh: 0.7; bovine MsrA act: -3.2; Rin1 Abl inh: -2.9; FAS TE block: -3.0; MsrA inhibitor: -0.2; CendR NRP1 mod: -3.5

How did COc1ccc(OC)c(S(=O)(=O)NCC(=O)NC2CCCc3ccccc32)c1 (configuration not stated) do in these assays?
E coli Lon inh: -0.5; Neddylation inh: inactive; MT1-MMP act inh: 0.8; SKN-1 inh: 3.1; bovine MsrA act: -3.6; Rin1 Abl inh: 2.0; FAS TE block: -2.7; MsrA inhibitor: -0.9; CendR NRP1 mod: 2.4

How did CCOC(=O)C1(CCOC)CCN(Cc2ccc(COC)o2)CC1 do in these assays?
E coli Lon inh: 9.3; Neddylation inh: inactive; MT1-MMP act inh: 0.5; SKN-1 inh: -6.7; bovine MsrA act: -15.5; Rin1 Abl inh: -0.1; FAS TE block: -6.5; MsrA inhibitor: 2.1; CendR NRP1 mod: 4.7

What do the screens show for `COc1cc(NC(=O)COC(=O)c2[nH]c(C)c(C(C)=O)c2C)cc(OC)c1`?
E coli Lon inh: -5.2; Neddylation inh: inactive; MT1-MMP act inh: -2.2; SKN-1 inh: 3.1; bovine MsrA act: -3.2; Rin1 Abl inh: 1.6; FAS TE block: -2.4; MsrA inhibitor: 0.1; CendR NRP1 mod: 4.3

How did Nc1ccc(C#Cc2ccccc2)cc1 do in these assays?
E coli Lon inh: -5.0; Neddylation inh: inactive; MT1-MMP act inh: -6.5; SKN-1 inh: 2.5; bovine MsrA act: -2.6; Rin1 Abl inh: -3.5; FAS TE block: 1.3; MsrA inhibitor: 1.2; CendR NRP1 mod: -3.8

What do the screens show for `O=C(Nc1nc(-c2ccc(-c3ccccc3)cc2)cs1)C1=COCCO1`?
E coli Lon inh: -1.5; Neddylation inh: inactive; MT1-MMP act inh: 5.4; SKN-1 inh: -0.6; bovine MsrA act: -8.0; Rin1 Abl inh: 0.2; FAS TE block: 3.8; MsrA inhibitor: 0.7; CendR NRP1 mod: -12.5

Results for C/C(=N\NC(=O)c1cccc(S(=O)(=O)Nc2ccccc2Cl)c1)c1ccc(-n2ccnc2)cc1 ?
E coli Lon inh: 1.6; Neddylation inh: inactive; MT1-MMP act inh: 0.8; SKN-1 inh: -1.4; bovine MsrA act: -7.6; Rin1 Abl inh: 2.8; FAS TE block: -4.9; MsrA inhibitor: -0.1; CendR NRP1 mod: -7.1

Results for O=C(Nc1ccc(NC(=O)c2cccs2)cc1)c1ccc(Br)o1 ?
E coli Lon inh: 2.7; Neddylation inh: inactive; MT1-MMP act inh: 0.4; SKN-1 inh: 7.1; bovine MsrA act: -1.8; Rin1 Abl inh: -0.3; FAS TE block: -1.2; MsrA inhibitor: 0.7; CendR NRP1 mod: -10.5

Results for COc1ccc(N2CCN(C(=O)CSc3nnc4c(C)cc5ccc(C)c(C)c5n34)CC2)cc1 ?
E coli Lon inh: -4.5; Neddylation inh: inactive; MT1-MMP act inh: -0.4; SKN-1 inh: 22.3; bovine MsrA act: -2.0; Rin1 Abl inh: -3.6; FAS TE block: 0.8; MsrA inhibitor: 1.3; CendR NRP1 mod: -3.2

Screening data from PubChem BioAssay.
